RAD52 anneal inh = RAD52 DNA annealing inhibitors, primary screen, biochemical, FRET, single point, set 2. DNA repair protein RAD52 homolog (Homo sapiens), P43351. recombinant RAD52 DNA annealing, FRET fluorescence. inhibition, % at 18.7 µM. 0.46% of 360,000 active. AID 651710, 2012;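 active means every replicate showing at least 50% inhibition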
Target sequence (P43351 whole entry, looked up): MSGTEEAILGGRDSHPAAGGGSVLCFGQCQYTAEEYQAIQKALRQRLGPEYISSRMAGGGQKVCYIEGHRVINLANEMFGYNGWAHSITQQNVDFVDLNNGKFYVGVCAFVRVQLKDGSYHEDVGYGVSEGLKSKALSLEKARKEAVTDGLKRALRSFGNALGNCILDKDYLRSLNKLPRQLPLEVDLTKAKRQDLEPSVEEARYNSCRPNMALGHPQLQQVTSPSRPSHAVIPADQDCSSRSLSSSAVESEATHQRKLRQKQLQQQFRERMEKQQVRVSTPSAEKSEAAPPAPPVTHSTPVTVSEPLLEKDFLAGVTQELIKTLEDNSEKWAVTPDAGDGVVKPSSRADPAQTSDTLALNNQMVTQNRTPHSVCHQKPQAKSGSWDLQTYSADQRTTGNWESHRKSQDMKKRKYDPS
RAD54 inh = inhibitors of human RAD54 branch migration, primary screen, biochemical, fluorescence, single point; RAD54 Holliday junction branch migration, FAM/BHQ fluorescence; AID 602329, 2012; inhibition, % at 10.4 µM; 0.14% of 360,000 active; DNA repair and recombination protein RAD54-like (Homo sapiens), Q92698;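 active means mean normalized replicate activity at least 40 and at least half of replicates scoring 40 or more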;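 further: 0% = median of neutral control wells and 100% = median of positive control wells; inhibitors cause a drop in the FAM fluorescence signal; in these data hits start at about 50%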
E-selectin induc = E-selectin induction in HUVECs, primary screen, imaging, HUVEC, immunofluorescence imaging, single point. P16581. normalized: neutral wells 0, TNF-alpha wells 100. activation, % at 7.58 µM. 0.37% of 260,000 active. AID 686992, 2013;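 active means mean E-selectin-positive cell signal at least 10% of the positive control, reached in at least 60% of replicates, without over 20% cell loss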;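 further: in these data hits start at about 27%; measured in HUVEC primary endothelial cells; signal is the percent of cells scored E-selectin positive by PE staining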
Target sequence (P16581 whole entry, looked up): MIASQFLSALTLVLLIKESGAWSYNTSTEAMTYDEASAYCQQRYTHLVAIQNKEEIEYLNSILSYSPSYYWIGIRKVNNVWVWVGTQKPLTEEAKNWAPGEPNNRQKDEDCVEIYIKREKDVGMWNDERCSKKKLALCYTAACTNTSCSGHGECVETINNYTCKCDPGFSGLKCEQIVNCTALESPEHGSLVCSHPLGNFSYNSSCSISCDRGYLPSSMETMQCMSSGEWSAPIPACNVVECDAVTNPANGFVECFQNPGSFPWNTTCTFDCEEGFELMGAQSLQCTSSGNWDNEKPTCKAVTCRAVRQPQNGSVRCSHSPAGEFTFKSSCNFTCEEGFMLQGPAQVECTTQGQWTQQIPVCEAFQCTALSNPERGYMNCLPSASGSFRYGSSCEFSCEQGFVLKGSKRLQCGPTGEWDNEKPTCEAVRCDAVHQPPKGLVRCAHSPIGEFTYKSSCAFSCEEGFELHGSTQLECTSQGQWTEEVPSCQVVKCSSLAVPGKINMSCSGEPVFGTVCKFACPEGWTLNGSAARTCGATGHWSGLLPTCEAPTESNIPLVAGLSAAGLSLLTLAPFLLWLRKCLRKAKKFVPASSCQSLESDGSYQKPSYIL
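Read-out basis: % PE-positive cells; Test system: HUVEC primary endothelial cells; Technique: immunofluorescence imaging; Dosing: single-point compound dose.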
Cneo AK release = Cryptococcus neoformans cell lysis inducers, primary screen, AK release luminescence, single concentration | AID 651654, 2012 | 0.2% of 360,000 active | lysis activity, % at 15 µM | C. neoformans lysis, adenylate kinase release luminescence, 4 h; normalised: neutral wells 0, clomiphene wells 100;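 active means mean lysis activity across replicates of at least 80%, whatever share of replicates individually reach that level; inactive means mean lysis activity below 80%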
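Test system: log-phase Cryptococcus neoformans yeast cells. Input: 5 × 10^6 yeast cells/mL. Medium: fresh YPD growth medium. Doses: single dose. Incubation: static 4 h at 37 °C with compound, 1 h detection. Measured by: luminescent adenylate kinase detection reagent. Read-out: signal increase indicating cell lysis. Benchmarks: Clomiphene.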
PGC1a acetyl inh = inhibitors of PGC1a acetylation signal, primary screen, cell-based, U2OS, AlphaScreen, inhibitor mode; inhibition, % at 15.6 µM; AlphaScreen anti-acetyl-lysine; with virally co-expressed GCN5 acetyltransferase; AID 651687, 2012; 0.17% of 350,000 active;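 active means every replicate shows inhibition of at least 40%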;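 further: 0% = neutral control wells and 100% = positive control wells; some results beyond the cut were filed as inactive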
PglD inh = C. jejuni PglD acetyltransferase inhibitors, primary screen, biochemical, DTNB colorimetric, single point | UDP-N-acetylbacillosamine N-acetyltransferase PglD (Campylobacter jejuni) | purified PglD enzyme, DTNB colorimetric CoA detection | inhibition, % at 12.5 µM | 0.098% of 360,000 active; in the data active means inhibition above about 16%, passing the limit was not always enough; further: strong numbers were not always called active
miR122 inh = miR-122 Renilla sensor signal increase in Huh7, primary screen, miR-122 inhibitor project, cell-based, single point, plate reader | Huh7 miR-122 Renilla luciferase sensor, 48 h; neutral wells = 0, positive control = 100 | activation (reporter increase), % at 12.5 µM | 0.3% of 340,000 active | AID 602342, 2012;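 active means mean replicate activation score at least 90 and every replicate individually at or above 90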;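 further: higher luciferase means less miR-122 activity so hits act as miR-122 inhibitors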
ERAP1 inh = human ERAP1 aminopeptidase inhibitors, primary screen, biochemical, single point, plate reader. recombinant ERAP1, Leu-AMC fluorescence, 60 min. inhibition, % at 10.7 µM. 0.15% of 340,000 active. AID 652197, 2013;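 active means mean replicate inhibition of at least 30%, or all replicates individually reaching that 30% level; inactive means mean below 30% and not every replicate reaching it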;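 further: 0% = neutral control wells and 100% = L-leucinethiol positive control wells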
* marks the source's active call; other numbers are inactive results; . = no result given; & = joins results of further samples; [ ] = remark or other dose.

1	C=CCn1c(SCC(=O)N2CCN(C(=O)OCC)CC2)nc2c([nH]c3ccccc32)c1=O
2	O=C(N[C@H]1CC[C@@H](CCNS(=O)(=O)c2cccc(Cl)c2)O[C@H]1CO)c1ccncc1
3	O=C(Oc1cccc(-c2cnc3ccccc3n2)c1)c1ccco1
4	O=S(=O)(c1cccc(C(F)(F)F)c1)N(CCCN1CCOCC1)Cc1cccs1
5	OC(Cc1ccncc1)(c1ccccc1)c1ccccc1
6	OC[C@@H]1Nc2ccc(-c3cccc(F)c3)cc2[C@@H]2[C@H]1CCN2Cc1ccc(F)cc1
7	CCC(CC)NC(=O)c1cccc(NC(=O)C(C)C)c1
8	COc1cc(CNC(C)C)c(Br)cc1OC1CCCC1
9	C[C@H](CO)N1C[C@H](C)[C@@H](CN(C)C(=O)NC2CCCCC2)Oc2c(NC(=O)CCC(F)(F)F)cccc2C1=O
10	O=C(Cn1c(=O)oc2cc(S(=O)(=O)N3CCCC3)ccc21)Nc1cccc(C(F)(F)F)c1
Assay by compound	1	2	3	4	5	6	7	8	9	10
RAD52 anneal inh	-32	-11	.	-13	-5	-120	4	-16	-18	.
RAD54 inh	-14	7	5	-10	-17	-4	.	1	-3	-2
E-selectin induc	0.1	-0.1	.	.	0.6	1.1	0.3	.	.	.
Cneo AK release	0	0	-6	0	-3	17	.	3	-1	-2
PGC1a acetyl inh	.	-9	4	-32&-23	4	-14	8	2	.	-9
PglD inh	5	1	0	-1	0	4	.	-1	4	-7
miR122 inh	8	-5[16.7 µM]	-7	-3&5	-1	12[16.7 µM]	0	-10	.	4
ERAP1 inh	3	-1	.	0	.	1	-3	-2	-3	.

11	C[C@H]1CN([C@@H](C)CO)C(=O)Cc2cc(NC(=O)Cn3cnnn3)ccc2O[C@H]1CN(C)S(=O)(=O)c1ccc(Cl)cc1
12	COc1ccc(C(=O)NC(C(=O)N2CCN(c3ccccc3O)CC2)C(C)C)cc1 (stereo not drawn)
13	COc1ccccc1-c1nc2ccccc2nc1-c1ccccc1
14	CCOC(=O)C1=CN(CC)S(=O)(=O)NC1c1ccc(F)c(Cl)c1 (stereo not drawn)
15	CC(C)N1CCC(N2CCN(Cc3cc4c(cc3Cl)OCO4)CC2CCO)CC1 (stereo not drawn)
16	O=C(COc1ccc(Cl)cc1Cl)Nc1ccccc1NS(=O)(=O)c1cccs1
17	COc1ccc(NC(=O)C2CCCN(c3cnccn3)C2)cc1 (stereo not drawn)
18	CC(=O)N1CCN(c2ccc(NC(=O)c3ccc([N+](=O)[O-])o3)cc2Cl)CC1
19	COC(=O)c1sccc1NC(=O)C1CC=CCC1C(=O)O (stereo not drawn)
20	COc1ccc(C2CC(c3cccs3)=NN2c2ccccc2)cc1 (stereo not drawn)
Assay by compound	11	12	13	14	15	16	17	18	19	20
RAD52 anneal inh	-13	-13	-5	1	-9	-7	-7	4	.	-16
RAD54 inh	-12	3	.	-4	7	-13	-5	-1	-19	.
E-selectin induc	0.0	0.1	-0.3	0.0	.	-1.0	.	.	.	0.1
Cneo AK release	7	-1	.	-2	-17	-1	-6	1	0	.
PGC1a acetyl inh	9	.	-5	.	14	-3	12	.	-3	4
PglD inh	1	7	.	-2	-3	-2	-2	-1	2	.
miR122 inh	-5[16.7 µM]	.	7	.	-2	-17	-6	-2	-9	.
ERAP1 inh	3	-1	1	-1	7	-7	2	-4	.	8

21	Nc1nonc1C(=O)OCC(=O)N1CCOCC1
22	Cc1cc(=O)oc2cc(NS(=O)(=O)c3ccc(F)cc3)ccc12
23	CCCn1c(=N)n(CC(=O)OCC)c2ccccc21
24	CC[n+]1c(/C=C/N(C)c2ccccc2)oc2ccc(Cl)cc21
25	Cn1cc(CC(=O)NC2CCCCC2)c2ccccc21
26	CCC(=O)N1CCCCN2[C@H](CO)[C@H](c3ccc(C#Cc4ccccc4F)cc3)[C@H]2C1
27	COc1cc(/C=N/NC(=S)Nc2cccc(S(=O)(=O)N(C)C)c2)cc(OC)c1O
28	COc1ccc(C(=O)Nc2cc3c4c(c2)C(C)C(=O)N4CCC3)cc1 (stereo not drawn)
29	CCCSc1ccc([C@@H]2[C@@H]3C(=O)N(C)C(=O)[C@@H]3[C@]3(C(=O)OC)CCCN23)cc1OC
30	Cn1cnc(S(=O)(=O)N[C@H]2CC[C@@H](CC(=O)NCC3CC3)O[C@@H]2CO)c1
Assay by compound	21	22	23	24	25	26	27	28	29	30
RAD52 anneal inh	.	-8	.	-8	-2	.	-1	-1	-35	-1
RAD54 inh	-1	-8	7	5	.	-3	-5	-3	-4	.
E-selectin induc	.	-0.2	.	-1.0	.	-0.5	.	.	.	0.2
Cneo AK release	5	-5	-3	0	.	3	-1	-9	-1	.
PGC1a acetyl inh	.	-2	10	.	-7	0	-3	.	-8	-3
PglD inh	3	-1	-7	-3	.	2	-1	5	-5	.
miR122 inh	-15	-5	-7	1	0	2[16.7 µM]	-3	.	-13	.
ERAP1 inh	.	-94	.	3	9	.	-1	2	6	-2

31	NC(=O)c1nsc(C(=O)N(CC(=O)NCc2ccco2)c2ccccc2F)c1N
32	COc1ccc(-n2c(SCC(=O)OC(C)C)nnc2-c2ccccn2)cc1
33	O=C(CN1CCCCCC1)OCCN=C1NS(=O)(=O)c2ccccc21
34	O=C(C[C@H]1CC[C@H]2[C@@H](COC[C@H](O)CN2Cc2cc(F)ccc2F)O1)N[C@@H]1CCN(Cc2ccccc2)C1
35	COc1ccc(OC)c2c1C(=O)C(Cl)=C(Cl)C2=O
36	O=C(C[C@H]1C[C@H]2c3cc(NC(=O)Nc4ccccc4F)ccc3O[C@H]2[C@@H](CO)O1)NCC1CC1
37	O=c1[nH]c(/C=C\c2cccc(C(F)(F)F)c2)nc(O)c1[N+](=O)[O-]
38	CCN1C(=O)C(=O)N(CC(=O)c2[nH]c(C)c(C(C)=O)c2C)C1=O
39	COc1ccc(S(=O)(=O)NCCc2c(C)nn(C)c2Oc2ccccc2)cc1
40	CC1=C(C(=O)N(C)C)CC(CC(=O)NCc2cccc3ccccc23)C(=O)N1CCCN1CCCC1=O (stereo not drawn)
Assay by compound	31	32	33	34	35	36	37	38	39	40
RAD52 anneal inh	.	.	.	22	-10	-8	-9	-8	.	-6
RAD54 inh	8	-1	2	-1	4	-17	-15	-6	-12	-7
E-selectin induc	.	.	.	0.1	14	0.0	0.7	0.1	1.2	-7.2
Cneo AK release	-4	-1	1	0	2	59	1	-3	-3	-3
PGC1a acetyl inh	2	-4	-7	2	31	-6	0	5	-16	7
PglD inh	-7	-4	-1	-1	3	1	4	-7	1	0
miR122 inh	1	0	0	-4[16.7 µM]	3	-1[16.7 µM]	-10	1	238*	2
ERAP1 inh	.	.	.	0	.	6	3	-6	.	.

Continued, starting with the last 4 of the part before.
37	O=c1[nH]c(/C=C\c2cccc(C(F)(F)F)c2)nc(O)c1[N+](=O)[O-]
38	CCN1C(=O)C(=O)N(CC(=O)c2[nH]c(C)c(C(C)=O)c2C)C1=O
39	COc1ccc(S(=O)(=O)NCCc2c(C)nn(C)c2Oc2ccccc2)cc1
40	CC1=C(C(=O)N(C)C)CC(CC(=O)NCc2cccc3ccccc23)C(=O)N1CCCN1CCCC1=O (stereo not drawn)
41	CCCn1c(COc2ccccc2OC)nc2ccccc21
42	CCOc1ccc(N2CSC3=C(C#N)C(c4ccco4)CC(=O)N3C2)cc1 (stereo not drawn)
43	COc1ccc2c(c1)CCc1sc(NC(=O)c3ccco3)nc1-2
44	CCCNC(=O)Nc1ccc2c(c1)C(=O)N(C)C[C@@H](OC)[C@H](C)CN(Cc1ccccn1)[C@@H](C)CO2
45	Cc1nc2c(OCc3ccc(C(F)(F)F)cc3)cccn2c1N(C)Cc1cccs1
46	N#Cc1ccccc1NC(=O)c1ccc2c(c1)OCCO2
47	CCc1nc2c(OCc3ccccc3)cccn2c1N(Cc1ccccc1)C(C)=O
48	Cc1nc(/C=C/c2ccccc2)cc(/C=C/c2ccccc2)n1
49	C[C@@H]1CCCCO[C@H](CN(C)C(=O)c2ccncc2)[C@H](C)CN([C@@H](C)CO)C(=O)c2cc(NS(=O)(=O)c3cccs3)ccc2O1
50	C[C@H]1CN([C@@H](C)CO)C(=O)c2cc(NC(=O)CCN3CCOCC3)ccc2O[C@@H]1CN(C)S(=O)(=O)c1cccs1
Assay by compound	37	38	39	40	41	42	43	44	45	46	47	48	49	50
RAD52 anneal inh	-9	-8	.	-6	-1	-36	.	.	-8	7	-10	.	-15	1
RAD54 inh	-15	-6	-12	-7	-7	6	-2	-13	-4	-4	5	8	-14	-9
E-selectin induc	0.7	0.1	1.2	-7.2	.	.	.	0.0	-0.2	.	0.9	.	0.1	-12
Cneo AK release	1	-3	-3	-3	5	1	-2	2	5	-7	1	0	-1	6
PGC1a acetyl inh	0	5	-16	7	-13	6	-1	-14	-16	.	-9	8	-8	3
PglD inh	4	-7	1	0	3	5	4	8	-4	-2	6	-2	-2	5
miR122 inh	-10	1	238*	2	-4	-2	-7	8[16.7 µM]	-4	-1	-6	4	6[16.7 µM]	-4[16.7 µM]
ERAP1 inh	3	-6	.	.	-4	1	.	.	-2	-2	5	.	4	-1

51	CN(C)c1cccc(O)c1
52	CCOC(=O)c1[nH]c2ccc(Cl)cc2c1-c1ccccc1
53	CC(C)NC(=O)Nc1ccc2c(c1)C(=O)N([C@H](C)CO)C[C@H](C)[C@H](CN(C)Cc1ccc3c(c1)OCO3)OCCCC[C@@H](C)O2
54	COc1ccc(S(=O)(=O)N(C)c2ccc(OCC(=O)Nc3cc(C)on3)cc2)cc1
55	Cc1ccccc1CN(C)CC(=O)NC(C)CCc1ccccc1 (stereo not drawn)
56	C=CCOc1c(CNc2nccs2)cccc1OCC
57	CN(C)c1ccc(/C=N/NC(=O)CNC(=O)c2ccco2)cc1
58	CO[C@H]1CN(C)C(=O)c2cc(NC(=O)C3CC3)ccc2OC[C@@H](C)N(Cc2cc(F)ccc2F)C[C@@H]1C
59	CC(C)(C)C(=O)Nc1ccccc1C(=O)Nc1ccncc1
60	O=C(Nc1cc(Cl)cc(Cl)c1)C1CC(=O)N(C2CCCC2)C1 (stereo not drawn)
Assay by compound	51	52	53	54	55	56	57	58	59	60
RAD52 anneal inh	-16	.	.	.	-4	.	-1	14	.	-13
RAD54 inh	-18	0	3	1	-11	-1	.	-5	3	-4
E-selectin induc	.	.	.	.	0.1	.	12	0.2	.	0.0
Cneo AK release	-1	0	0	5	3	5	.	56	8	0
PGC1a acetyl inh	-2	-6	-3	.	-4	-8	10	-2	-1	.
PglD inh	2	-5	3	2	1	11	.	6	0	-1
miR122 inh	-2	-1	-1[16.7 µM]	4	-2	2	-4	.	-5	-16
ERAP1 inh	-4	.	.	.	-2	.	-3	-2	.	1
